# TrxR1 substrate: is turned over as a substrate by rat TrxR1. O89049. purified TrxR1 substrate turnover, NADPH consumption readout. Potency, µM (series often up to 114 µM), for inactives: at the top dose activity change, negative = substrate turnover. actives 0.01% (n = 390,000). AID 588456; note: potency is the fitted concentration of half-maximal effect; % is set by controls: 0 for no effect and ±100 for the full control effect; nearly all actives have a fitted effect of over 50% in size
#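 Rat TrxR1, dispensed at 90 nM, was prereduced with 400 uM NADPH (final) for 5 min at ~22 deg C, then incubated with compound 15 min before 400 uM selenite. A first-read NADPH fluorescence drop versus no-compound background flagged substrates.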
# USP1-UAF1 inh: blocks the human USP1/UAF1 deubiquitinase complex | O94782 | recombinant USP1/UAF1, Ub-Rhodamine cleavage fluorescence | Potency, µM (series often up to 57.1 µM), without a hit: top-dose activity change, negative = inhibition, hits mostly inhibitors | actives 0.23% (n = 390,000) | AID 743255; note: potency is the fitted concentration of half-maximal effect; % is set by controls: 0 for no effect and ±100 for the full control effect; nearly all actives have a fitted effect of over 60% in size; inactives centre near -12
#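 Step one: compound is pinned into 1nM USP1/UAF1 in HEPES pH 7.8 buffer with TCEP. Step two: 15 min room-temperature incubation. Step three: Ub-Rho (150nM final) starts cleavage, tracked by fluorescence over six one-minute reads.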
# D2 ag: activates the human D2 dopamine receptor. activation, % at 2 µM. actives 0.53% (n = 340,000). P14416. HEK293 T-REx D2 cells, calcium flux agonist mode;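 active = activation over 3 SD above normal in the single-dose calcium agonist read, cut at about 30% in these data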; note: 0% is about no effect
# Target sequence (P14416 whole entry, looked up): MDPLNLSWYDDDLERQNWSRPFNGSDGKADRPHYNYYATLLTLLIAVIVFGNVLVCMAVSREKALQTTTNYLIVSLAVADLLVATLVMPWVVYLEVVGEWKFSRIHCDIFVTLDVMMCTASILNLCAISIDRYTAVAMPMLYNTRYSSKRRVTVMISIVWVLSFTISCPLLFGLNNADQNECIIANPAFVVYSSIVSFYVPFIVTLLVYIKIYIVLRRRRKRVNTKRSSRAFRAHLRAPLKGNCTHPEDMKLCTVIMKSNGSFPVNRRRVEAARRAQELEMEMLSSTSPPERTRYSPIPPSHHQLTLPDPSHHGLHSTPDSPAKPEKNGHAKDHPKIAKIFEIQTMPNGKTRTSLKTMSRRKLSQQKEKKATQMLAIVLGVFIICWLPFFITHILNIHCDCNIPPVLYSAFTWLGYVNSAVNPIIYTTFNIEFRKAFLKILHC
#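 Agonism is scored from calcium flux in a force-coupled, inducible HEK293 cell line expressing D2, read kinetically for 180 s after compound addition against dopamine controls.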
# rTrxR1 inhibitor: rat TrxR1 inhibition | O89049 | recombinant rTrxR1, NADPH fluorescence consumption, selenite substrate | Potency, µM (titrated, usually from 114 µM), for inactives: top-dose activity change, negative = inhibition, usual class: inhibitors | actives 1% (n = 390,000) | AID 588453; note: potency is the fitted concentration of half-maximal effect; % is set by controls: 0 for no effect and ±100 for the full control effect; nearly all actives have a fitted effect of over 65% in size
#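 Rat TrxR1 (90 nM in the dispensed reagent) was pre-reduced with 400 uM NADPH for 5 min at room temperature, then incubated with compound for 15 min. After 400 uM selenite was added, NADPH fluorescence (Ex 340/Em 450 nm) was followed for 8 min.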
# D2 antag: antagonizes the human D2 dopamine receptor; P14416; HEK293 TREx D2 cells, calcium flux, dopamine EC80; inhibition, % at 10 µM; actives 2% (n = 340,000); AID 485344; in the data active = inhibition above about 30%; note: 0% is about no effect
#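 HEK293 T-REx D2 cells, tet-induced, calcium dye no-wash. Cpd pintool add, 180 s kinetic, then EC80 DA, 180 s kinetic. Ca flux read.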
# TRHR PAM: TRH receptor (human) allosteric enhancement | enhancement, % at 2 µM | TRHR cells, fluo-8 calcium fluorescence, EC20 TRH enhancement | AID 493056 | P34981 | actives 0.66% (n = 360,000); in the data active = enhancement above about 30%; note: 0% is about no effect
#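 Enhancer read-out: after compound pinning and an initial kinetic agonist-mode read, an EC20 of TRH (10 nM final) was injected and fluo-8 calcium signal (Ex 480/Em 530) followed at 1 s/cycle for 100 cycles in TRHR-expressing cells.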
# TRHR ag: agonists of human TRH receptor; TRHR cells, calcium flux fluo-8, FDSS agonist mode; activation, % at 2 µM; actives 0.18% (n = 360,000); AID 493084; in the data active = activation above about 30%; note: 0% is about no effect
#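 Steps: seed TRHR cells overnight; add fluo-8 no-wash Ca dye, RT 30 min–1.5 h; record 10 s baseline; pin-transfer compounds; monitor fluorescence 1 cycle/s for the agonist window. Calcium increases flag candidate agonists.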
# PI4K2A inh: PI4K2A (human) kinase inhibition | purified PI4K2A, ADP-Glo luminescence, 1 h; active compounds read low | activity change, negative = inhibition, % at 76.9 µM | actives 0.13% (n = 420,000) | AID 1346378; in the data active = activity change below about -50%; inconclusive = mostly about -30% to -49%;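 note: -100% = wells without enzyme as full effect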
# Target sequence (Q9BTU6 whole entry, looked up): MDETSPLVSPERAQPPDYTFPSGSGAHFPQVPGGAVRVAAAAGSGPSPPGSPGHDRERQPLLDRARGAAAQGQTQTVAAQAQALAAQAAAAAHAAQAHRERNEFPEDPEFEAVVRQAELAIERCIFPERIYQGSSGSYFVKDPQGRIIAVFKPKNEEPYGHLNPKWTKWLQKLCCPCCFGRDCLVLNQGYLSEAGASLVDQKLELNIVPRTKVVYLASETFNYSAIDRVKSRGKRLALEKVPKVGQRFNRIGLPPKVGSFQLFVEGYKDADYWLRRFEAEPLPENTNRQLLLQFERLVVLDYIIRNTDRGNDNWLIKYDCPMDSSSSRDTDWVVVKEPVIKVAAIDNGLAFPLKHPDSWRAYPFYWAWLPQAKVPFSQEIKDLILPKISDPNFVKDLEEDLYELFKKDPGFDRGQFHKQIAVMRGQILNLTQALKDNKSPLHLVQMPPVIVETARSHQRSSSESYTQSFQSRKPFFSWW
#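 PI4K2A activity was measured by ADP-Glo luminescence: enzyme (4 ug/mL stock) and phosphatidylinositol (1.2 mM stock) in Tris pH 7.5/MgCl2/EGTA/Triton X-100 buffer were reacted with ATP (300 microM stock) for one hour at ambient temperature.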
# IDH1 R132H inh: inhibitors of human mutant IDH1 R132H | Potency, µM (highest dose often 76.6 µM), without a hit: at the top dose activity change, negative = inhibition, most hits filed as inhibitors | AID 602179 | IDH1-R132H enzyme, NADPH consumption, diaphorase/resazurin fluorescence | actives 0.093% (n = 390,000); note: potency is the fitted concentration of half-maximal effect; % is set by controls: 0 for no effect and ±100 for the full control effect; nearly all actives have a fitted effect of over 65% in size
#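 IDH1-R132H (0.5 ug/mL dispensed) in pH 7.5 Tris buffer was preincubated 30 min with compound, then given a substrate mix of 0.016 mM NADPH and 2 mM alpha-KG for 80 min at room temperature; remaining NADPH was read by diaphorase/resazurin fluorescence.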
# The depositor's hits bear a star; ? = inconclusive; . = not tested or not shown; [ ] = dose if it differs, or a comment. Unless noted, calls come from the whole dose curve; as a rule, active = well fitted inhibition curve with a large enough effect; inconclusive = small, poorly fitted or top-dose-only effect; inactive = no such curve, though single readings can be large or run the other way.
SMILES,TrxR1 substrate,USP1-UAF1 inh,D2 ag,rTrxR1 inhibitor,D2 antag,TRHR PAM,TRHR ag,PI4K2A inh,IDH1 R132H inh
COc1ccc(-c2n[nH]c(=S)o2)c(OC)c1,33%[activator][57.1 µM],-1%,-0.7,2%[57.1 µM],-6,-1,-0.4,-8,1%
N#Cc1cc2c(nc1SCc1ccncc1)CCC2,5%,-6%,-0.9,-7%,-1,1,0.5,-1,2%
COc1ccc(-n2c(-c3ccc(C)cc3)cc3c2CC(C)(C)CC3=O)cc1Cl,3%,-8%,0.9,25%,.,-11,0.1,-5,-5%
CCOC(=O)Cn1c2ccc(OC)cc2c2nc3ccccc3nc21,-12%,-23%,2.3,-14%,22,13,0.6,-3,18%
CCOC(=O)c1ccc(N2CCN(c3cc(C)ccc3C)CC2)c(N)c1,7%[57.1 µM],-30%,-0.1,-1%[57.1 µM],-28,0,0.2,-4,-5%
C=CCOc1ccc(/C=C/C(C)=N\O)cc1,-12%,-21%,-0.6,?,-43,3,0.0,-24,4%
O=C1c2ccccc2C(=O)N1Cc1nc(-c2ccccn2)no1,5%[57.1 µM],-1%,0.0,18%[57.1 µM],16,-7,-0.6,-7,4%
CCN(CC)C(=O)C(=O)N/N=C/c1ccc(F)cc1,7%[57.1 µM],6%,0.8,12%[57.1 µM],9,2,-0.6,-2,-2%
COC(=O)c1[nH]c2cccc(Cl)c2c1NC(=O)CN(C)C1CCCCC1,-9%[57.1 µM],-25%,0.7,6%[57.1 µM],3,4,0.5,-8,1%
Fc1ccc(/C=N/NC(=S)NCCc2ccccc2)cc1F,-8%,-8%,-2.8,4%,11,-2,-0.4,1,-4%
CCN(C[C@H]1N[C@@](C)(C(=O)OC)[C@H]2C(=O)N(C)C(=O)[C@@H]12)C(=O)COC,-1%,-2%,.,8%,.,.,.,0,-2%[38.3 µM]
COc1ccc2ccccc2c1C1NC(=O)c2ccccc2N1 (stereo unspecified),10%[11.4 µM],-7%,.,12%[11.4 µM],.,.,.,-3,-2%
CCCn1c(=O)c2sccc2n2c(CCCC(=O)NCC3CCCO3)nnc12 (stereo unspecified),9%,-18%,0.1,23%,6,13,-0.2,4,6%
Cc1ccccc1NC(=O)C(=O)NNC(=O)COc1ccc2ccccc2c1,-2%,-17%,-2.5,8%,-25,1,-0.8,-6,2%
Cc1cc(C)c2c(=O)[nH]n(C(C)C)c2n1,-8%,-9%,-1.2,-2%,-1,3,-0.2,3,9%
CN1CCc2c(sc3c2c(=O)n(-c2cccc(Cl)c2)c2nncn32)C1,10%,-12%,.,-18%,.,.,.,-8,2%
N#Cc1ccccc1NC(=O)CN1C(=O)NC(Cc2c[nH]c3ccccc23)C1=O (stereo unspecified),2%,-11%,.,18%,.,-10,-0.1,0,-10%
COc1ccccc1N(CC(=O)NCc1ccccc1)C(=O)CCC(=O)Nc1cc(C)ccn1,10%[57.1 µM],-22%,-1.0,4%,-20,1,-0.3,-3,6%
CC1Cc2ccccc2N1C(=O)CN1C(=O)C(=O)N(Cc2ccccc2)C1=O (stereo unspecified),13%[57.1 µM],0%,0.4,27%[57.1 µM],15,-4,-0.3,8,-2%
CC(C)=C1C2C=CC1C(C(=O)Nc1cc(C)ccc1C)C2C(=O)O (stereo unspecified),4%[57.1 µM],6%,-0.7,-8%[57.1 µM],-13,6,0.0,-3,2%
CCOC(=O)c1ccc(N/C=C/C(=O)c2ccco2)cc1,4%,?,0.4,-6%,8,0,-0.8,-9,6%
Clc1cccc(CN2CCc3c([nH]c4ccccc34)C2)c1,-7%,-7%,.,-19%,.,4,-1.7,21,0%
Cc1ccc(C(=O)O/N=C/c2c(Cl)n(C)c3ccccc23)cc1,10%[57.1 µM],-20%,-0.5,4%[57.1 µM],5,0,-0.3,-1,6%
CC(=O)c1cccc(NC(=O)C(C)OC(=O)/C=C/c2cccs2)c1 (stereo unspecified),-11%,-14%,-0.3,-6%,0,-1,-0.8,0,5%
CCN(CC(=O)Nc1c(F)cccc1F)C(=O)c1ccc(C#N)cc1,5%,-20%,0.8,16%,-14,13,-2.1,-1,-1%

# An excerpt of these results, field by field:
> COC(=O)c1[nH]c2cccc(Cl)c2c1NC(=O)CN(C)C1CCCCC1
- TrxR1 substrate = -9%[57.1 µM]
- USP1-UAF1 inh = -25%
- D2 ag = 0.7
- rTrxR1 inhibitor = 6%[57.1 µM]
- D2 antag = 3
- TRHR PAM = 4
- TRHR ag = 0.5
- PI4K2A inh = -8
- IDH1 R132H inh = 1%

> CCCn1c(=O)c2sccc2n2c(CCCC(=O)NCC3CCCO3)nnc12 (stereo unspecified)
- TrxR1 substrate = 9%
- USP1-UAF1 inh = -18%
- D2 ag = 0.1
- rTrxR1 inhibitor = 23%
- D2 antag = 6
- TRHR PAM = 13
- TRHR ag = -0.2
- PI4K2A inh = 4
- IDH1 R132H inh = 6%

# Other results.
SMILES,TrxR1 substrate,USP1-UAF1 inh,D2 ag,rTrxR1 inhibitor,D2 antag,TRHR PAM,TRHR ag,PI4K2A inh,IDH1 R132H inh
CCCCn1c(=N)n(CCCOc2ccc(F)cc2)c2ccccc21,10%,-5%,-0.6,42%[activator],.,4,-0.6,-1,-3%
CCc1nc(N(CC)CC)c2oc3ccccc3c2n1,-9%,-21%,-0.2,-6%,-5,3,-0.6,2,3%
CCC(=O)c1ccc(OCC(O)Cn2c(C)nc3ccccc32)cc1 (stereo unspecified),2%,-6%,-3.2,10%,10,-5,-0.4,-13,9%
CN(C)c1ccc(Sc2nnc(NC(=O)Nc3ccc(Cl)cc3Cl)s2)cc1,4%,-11%,1.0,5%,-13,0,0.3,2,3%
Cc1nc(C)c(C(=O)NNC(=O)c2ccc(Br)cc2)s1,-4%,-14%,-1.2,5%,-21,-4,-0.5,0,-5%
O=C(CSc1nnc(-c2ccncc2)n1CCc1ccccc1)N1CCCC1,.,.,0.6,.,-11,3,0.3,.,.
Cc1ccn(CC(=O)N2CCCC(N3CCN(c4ccccc4F)CC3)C2)n1 (stereo unspecified),5%[57.1 µM],-15%,0.1,5%[57.1 µM],-8,-3,0.2,8,-5%
Cc1cccc(C(=O)NCCCNC(=O)c2cccnc2)c1,1%,-10%,0.3,14%,20,-1,2.1,4,-2%
CC1CC(C)CN(CCCNC(=O)C2CCN(c3nnc(-n4cccc4)s3)CC2)C1 (stereo unspecified),-3%,-10%,-0.2,9%,-28,-1,0.1,5,0%
Cc1ccc(C(c2nnnn2CS(=O)(=O)c2ccc(C)cc2)N2CCC(C(N)=O)CC2)cc1 (stereo unspecified),3%,-17%,0.3,4%,-8,-7,-0.5,-2,-1%
CC(C)Oc1ccc(CNC(=O)Cn2ccc3cc(S(=O)(=O)N4CCCC4)ccc32)cc1,4%[57.1 µM],-25%,0.3,26%[57.1 µM],0,-1,0.1,1,-11%
COc1ccc(OCCc2nnc(N)s2)cc1,1%,-17%,0.6,15%,2,-1,1.2,5,1%
COc1ccccc1CC(=O)Nc1cccc(C)n1,2%,-16%,0.8,7%,17,10,1.0,0,-4%
Cc1ccc(CNC(=O)C(=O)Nc2nccs2)cc1,8%,-15%,0.2,24%,-14,-7,0.0,5,6%
CC(=O)c1ccc(N=C2C(=O)Nc3ccccc32)cc1,-5%,-25%,1.6,2%,3,0,3.5,10,26µM*

# Of the compounds above, 3 have a cyano group:
SMILES,TrxR1 substrate,USP1-UAF1 inh,D2 ag,rTrxR1 inhibitor,D2 antag,TRHR PAM,TRHR ag,PI4K2A inh,IDH1 R132H inh
N#Cc1cc2c(nc1SCc1ccncc1)CCC2,5%,-6%,-0.9,-7%,-1,1,0.5,-1,2%
N#Cc1ccccc1NC(=O)CN1C(=O)NC(Cc2c[nH]c3ccccc23)C1=O (stereo unspecified),2%,-11%,.,18%,.,-10,-0.1,0,-10%
CCN(CC(=O)Nc1c(F)cccc1F)C(=O)c1ccc(C#N)cc1,5%,-20%,0.8,16%,-14,13,-2.1,-1,-1%

# High-throughput results (PubChem BioAssay)
